# TCR act: activates T cell receptor signaling; primary human leukocytes, anti-CD3, IL-2 HTRF, 48 h; 330,000 tested, under 10 active; Potency, µM (series often up to 9.22 µM), without a hit: at the top dose activation of IL-2 secretion, usual class: activators; AID 504894; also: % of control where 0% means no effect
#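 HTRF read-out of IL-2 secretion: europium cryptate donor excited at 320nm, d2 acceptor emission at 665nm. Cells were primary human leukocytes incubated 48 hr with compounds and a-CD3 beads, supplying TCR signal only.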
# a7 integrin act: activates integrin-mediated alleviation for muscular dystrophy; alpha7betagal myoblasts, beta-gal FDG fluorescence, 48 h; Potency, µM (titrated, usually from 38.3 µM), without a hit: at the top dose activation, most hits filed as activators; 350,000 compounds, 0.064% hits; AID 624291;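 also: potency is read from the fitted curve at half-maximal effect; 100% = response of the positive control SU9516; nearly all actives have a fitted effect of over 60% in size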
#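 alpha7betagal+/- myoblasts (passage 13, 250/well) treated 48 h at 37C with compounds at 1:260 dilution of DMSO stock. Lysed, then beta-galactosidase activity read as FDG fluorescence (ex 480/em 540) after 30 min, with pre-read for autofluorescence.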
# CXXC DNA block: blocks binding of human MLL CXXC domain to DNA; Potency, µM (doses to about 115 µM), inactives show at the top dose activity change, negative = inhibition, usual class: inhibitors; Q03164; 290,000 compounds, 0.037% hits; MLL-CXXC / FITC-HOXA9 DNA fluorescence polarization; active = well fitted inhibition curve with a large enough effect in the polarisation, with a control signal flat, not every such curve was filed as active; inconclusive = small, poorly fitted or top-dose-only effect, or effect the other way, or a change in a side signal; inactive = no such curve, though single readings can be large or run the other way; the % refers to the polarisation; also: potency is read from the fitted curve at half-maximal effect
#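 Fluorescence polarization: 7 uM MLL-CXXC (stock) preincubated 5 min with compounds, then 50 nM fluorescein-HOX-A9 DNA (stock) added; 30 min ambient. Buffer 50 mM Tris-HCl pH 7.5, 50 mM NaCl, 1 mM DTT, 0.05% BSA.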
# A-T KAP1 phos: potential ataxia-telangiectasia treatment | […] A-T fibroblasts, KAP-1 phosphorylation AlphaLISA; neocarzinostatin DNA damage 30 min before lysis | Potency, µM (top dose mostly 57.5 µM), without a hit: at the top dose activation, hits mostly activators | 320,000 compounds, 0.19% hits; also: potency is read from the fitted curve at half-maximal effect; % of control where 0% means no effect; nearly all actives have a fitted effect of over 45% in size
#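 ATM-like activity read as KAP-1 phosphorylation via AlphaLISA donor/acceptor antibody pairs after lysis and 6 hr at 25C. Cells were ATM-null patient fibroblasts ([…], hTERT), dosed 60 min, then exposed to the DSB inducer NCS for 30 min.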
# PTAP TSG101 blk: blocks PTAP/TSG101 interaction to inhibit HIV-1 budding. Q99816. Fluorescence polarization, FITC-PTAP peptide / Tsg101 binding. Potency, µM (doses to about 115 µM), for inactives: top-dose activity change, negative = inhibition, usual class: inhibitors. 340,000 tested, under 10 active; active = well fitted inhibition curve with a large enough effect in the main read-out, with a control signal flat, not every such curve was filed as active; inconclusive = small, poorly fitted or top-dose-only effect, or effect the other way, or a change in a side signal; inactive = no such curve, though single readings can be large or run the other way; also: potency is read from the fitted curve at half-maximal effect; % of control where 0% means no effect
# Target sequence (Q99816 whole entry, looked up): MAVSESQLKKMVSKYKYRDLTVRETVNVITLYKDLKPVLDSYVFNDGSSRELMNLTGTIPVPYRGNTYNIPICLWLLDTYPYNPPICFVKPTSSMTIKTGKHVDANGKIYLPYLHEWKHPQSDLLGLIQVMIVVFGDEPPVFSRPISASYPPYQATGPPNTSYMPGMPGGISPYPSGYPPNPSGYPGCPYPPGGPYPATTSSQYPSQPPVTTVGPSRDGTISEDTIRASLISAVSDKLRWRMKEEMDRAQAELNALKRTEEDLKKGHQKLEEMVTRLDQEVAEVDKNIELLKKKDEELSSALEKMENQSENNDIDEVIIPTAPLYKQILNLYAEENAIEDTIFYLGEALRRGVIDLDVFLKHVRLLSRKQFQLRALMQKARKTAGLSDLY
#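 FP read-out: FITC-PTAP peptide, 50 nM final, binding Tsg101 binding domain, 10 uM final; 20 min, r.t.; 10 mM HEPES pH 7.5, 0.15 M NaCl, 0.01% Tween 20, 3 mM EDTA, 0.1 mM TCEP.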
# Mito fusion yeast: mitochondrial division inhibition or fusion activation. S. cerevisiae fusion-defective mutant growth rescue, CellTiterGlo 48 h. Potency, µM (series often up to 46.1 µM), for inactives: at the top dose growth rescue (activation), actives largely listed as activators. 320,000 compounds, 0.23% hits. AID 485298;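 also: potency is read from the fitted curve at half-maximal effect; % of control where 0% means no effect; nearly all actives have a fitted effect of over 45% in size; temperature-sensitive fusion mutants such as fzo1-1 at 37 °C on non-fermentable ethanol glycerol medium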
#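 Luminescent cell viability in 1536-well qHTS format served as the measure of rescued growth in ts fusion-mutant S. cerevisiae cultured on non-fermentable YPEG for 48 hours at 37C.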
# TSHR antagonist: blocks TSH signaling through the human TSH receptor | 330,000 compounds, 0.2% hits | AID 504810 | TSHR-expressing cells, TSH-stimulated cAMP HTRF, 2 h; active compounds read low | activity change, negative = inhibition, % at 11.5 µM;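 active = activity change below a set negative limit, meaning inhibition stronger than a set level, cut at about -70% in these data; inconclusive = activity change between two set negative limits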; also: % is scaled to controls: 0 for no effect and ±100 for the full control effect
#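 Antagonism was scored as loss of TSH-driven cAMP in TSHR cells, stimulated with 4nM TSH (EC80) for 2 hours at 37 deg C and detected by homogeneous HTRF competition immunoassay.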
# MBNL1-CUG inh: blocks human MBNL1 binding to CUG repeat RNA; Q9NR56; TR-FRET MBNL1-His/biotin-(CUG)12 binding, 665/545 ratio; Potency, µM (highest dose often 57.5 µM), without a hit: top-dose activity change, negative = inhibition, most hits filed as inhibitors; 280,000 compounds, 0.036% hits; active = well fitted inhibition curve with a large enough effect in the signal ratio, with a control signal flat, not every such curve was filed as active; inconclusive = small, poorly fitted or top-dose-only effect, or effect the other way, or a change in a side signal; inactive = no such curve, though single readings can be large or run the other way; the % refers to the signal ratio; also: potency is read from the fitted curve at half-maximal effect; % is scaled to controls: 0 for no effect and ±100 for the full control effect
#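 TR-FRET readout: Ex 340 nm, 665/545 nm emission ratio, normalized to buffer-only (basal) and MBNL1-(CUG)12 controls. Complex of MBNL1-His with Biotin-(CUG)12, compounds 92 nM–58 uM, incubated 60 min at room temperature.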
# ASM inhibitor: inhibitors of human secretory acid sphingomyelinase; placental ASM, HMU-PC fluorogenic substrate, 60 min; 340,000 compounds, 0.006% hits; AID 504937; Potency, µM (doses to about 57.5 µM), for inactives: at the highest dose activity change, negative = inhibition, usual class: inhibitors; P17405; also: potency is read from the fitted curve at half-maximal effect
#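 HMU-PC0 cleavage (9 uM final) by human placental ASM, 60 min at 37 °C following 10 min compound exposure at RT; stopped at pH 10, fluorescence Ex 386/Em 447 nm.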
# Menin-MLL TR inh: menin-MLL binding inhibition, Texas Red mutant peptide; 270,000 compounds, 0.23% hits; O00255; AID 1768; Potency, µM (highest dose often 61.6 µM), inactives show at the highest dose FP activity change, negative = inhibition, hits mostly inhibitors; Menin + Texas Red MLL mutant peptide, fluorescence polarization; active = well fitted inhibition curve with a large enough effect in the polarisation, with a control signal flat, not every such curve was filed as active; inconclusive = small, poorly fitted or top-dose-only effect, or effect the other way, or a change in a side signal; inactive = no such curve, though single readings can be large or run the other way; the % refers to the polarisation; also: potency is read from the fitted curve at half-maximal effect; % of control where 0% means no effect; many of its hits are not listed in these tables
# * = called active by the depositor; ? = inconclusive; · = no result given; [ ] = another dose, or the depositor's remark. Unless noted, calls follow the shape of the dose curve; as a rule, active = well fitted curve in the direction sought with a large enough effect; inconclusive = small, poorly fitted or top-dose-only effect, or another doubt; inactive = no such curve, though single readings can be large; an effect the other way counts as inactive or inconclusive. Only part of the results is shown, so the mix of outcomes need not match the whole.
1) CCOc1ccccc1NC(=O)/C(C#N)=C/c1c(C)nn(-c2ccc(F)cc2)c1Cl
2) CCOc1ccccc1N1CC(C(=O)N2CCc3ccccc3C2)CC1=O (stereo not drawn)
3) CC(=O)NCCc1nc2ccccc2n1CCOc1cccc(C)c1
4) Cc1cccc(NC2=C(NC(=O)c3ccccc3)C(=O)c3ccccc3C2=O)c1
5) C=CCN(CC=C)S(=O)(=O)c1ccc(C(=O)Nc2nnc(CSC)o2)cc1
6) Cc1ccc(S(=O)(=O)N2CCC(=O)N(C(COCc3ccc(Cl)cc3)Cc3ccccc3)CC2)cc1 (stereo not drawn)
7) O=C(O)CN=C(NS(=O)(=O)c1ccccc1)c1ccccc1
assay / entry | 1 | 2 | 3 | 4 | 5 | 6 | 7
TCR act | 8%[46.1 µM] | -18% | 6% | 6%[46.1 µM] | -4% | 11% | 0%
a7 integrin act | 16% | -10% | 4% | -35% | -37% | -19% | -9%
CXXC DNA block | -1% | -2% | 5% | -18% | 11% | -2% | 1%
A-T KAP1 phos | 5% | 4% | -6% | -5% | -7% | 15% | 6%
PTAP TSG101 blk | -1% | 0% | -2% | -7% | 1% | -2% | -1%
Mito fusion yeast | -4% | 2% | 1% | 1% | 0% | 15% | 4%
TSHR antagonist | -8 | 7 | -1 | 10 | -6 | -12 | 17
MBNL1-CUG inh | · | 0% | -3% | ? | 3% | 5% | -9%
ASM inhibitor | 0% | 3% | 6% | · | 5% | 3% | 3%
Menin-MLL TR inh | -1% | · | · | -25% | 24% | 1% | -8%

# Entries of single compounds, looked up by structure.
# `CCOc1ccccc1N1CC(C(=O)N2CCc3ccccc3C2)CC1=O` (stereo not drawn) as listed: TCR act: -18%; a7 integrin act: -10%; CXXC DNA block: -2%; A-T KAP1 phos: 4%; PTAP TSG101 blk: 0%; Mito fusion yeast: 2%; TSHR antagonist: 7; MBNL1-CUG inh: 0%; ASM inhibitor: 3%; Menin-MLL TR inh: ·
# `CCOc1ccccc1NC(=O)/C(C#N)=C/c1c(C)nn(-c2ccc(F)cc2)c1Cl` as listed: TCR act: 8%[46.1 µM]; a7 integrin act: 16%; CXXC DNA block: -1%; A-T KAP1 phos: 5%; PTAP TSG101 blk: -1%; Mito fusion yeast: -4%; TSHR antagonist: -8; MBNL1-CUG inh: ·; ASM inhibitor: 0%; Menin-MLL TR inh: -1%

# In the list so far, these have four or more nitrogen atoms.
1) CCOc1ccccc1NC(=O)/C(C#N)=C/c1c(C)nn(-c2ccc(F)cc2)c1Cl
5) C=CCN(CC=C)S(=O)(=O)c1ccc(C(=O)Nc2nnc(CSC)o2)cc1
assay / entry | 1 | 5
TCR act | 8%[46.1 µM] | -4%
a7 integrin act | 16% | -37%
CXXC DNA block | -1% | 11%
A-T KAP1 phos | 5% | -7%
PTAP TSG101 blk | -1% | 1%
Mito fusion yeast | -4% | 0%
TSHR antagonist | -8 | -6
MBNL1-CUG inh | · | 3%
ASM inhibitor | 0% | 5%
Menin-MLL TR inh | -1% | 24%

# High-throughput results: PubChem BioAssay, National Center for Advancing Translational Sciences (NCATS)
